Screening data: PubChem BioAssay, several laboratories
TCR-CD3 inh: inhibitors of human TCR-CD3 interaction | hit rate 0.37% among 360,000 | AID 651800 | inhibition, % at 9.4 µM | TAMRA-labeled TCR probe fluorescence, biochemical; in the data active = inhibition above about 19%;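 also: recombinant mutant TCR 2C K166C tagged with TAMRA read by polarization; 0% = receptor in buffer alone and 100% = receptor with positive control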
LEDGF integ inh: blocks HIV-1 LEDGF/p75-dependent DNA integration. TR-FRET IN-LEDGF/p75 DNA integration, Eu/Cy5. inhibition, % at 3.7 µM. hit rate 0.64% among 370,000. AID 743269;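 active = inhibition above the screen-wide mean plus 3 SD, cut at about 13% in these data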;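 also: signal is the Cy5 over europium emission ratio at 671 and 618 nm; 0% = plate median of compound wells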
SIAE primary: blocks human sialic acid acetylesterase; Q9HAT2; SIAE FP-Rh probe binding, fluorescence polarization; inhibition, % at 9.66 µM; hit rate 0.69% among 370,000; AID 1053197;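 active = inhibition above a cutoff: mean of compounds within the control limits plus 3 SD of those, cut at about 17% in these data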;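 also: 0% = plate median of compound wells and 100% = probe without SIAE protein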
Target sequence (Q9HAT2 whole entry, looked up): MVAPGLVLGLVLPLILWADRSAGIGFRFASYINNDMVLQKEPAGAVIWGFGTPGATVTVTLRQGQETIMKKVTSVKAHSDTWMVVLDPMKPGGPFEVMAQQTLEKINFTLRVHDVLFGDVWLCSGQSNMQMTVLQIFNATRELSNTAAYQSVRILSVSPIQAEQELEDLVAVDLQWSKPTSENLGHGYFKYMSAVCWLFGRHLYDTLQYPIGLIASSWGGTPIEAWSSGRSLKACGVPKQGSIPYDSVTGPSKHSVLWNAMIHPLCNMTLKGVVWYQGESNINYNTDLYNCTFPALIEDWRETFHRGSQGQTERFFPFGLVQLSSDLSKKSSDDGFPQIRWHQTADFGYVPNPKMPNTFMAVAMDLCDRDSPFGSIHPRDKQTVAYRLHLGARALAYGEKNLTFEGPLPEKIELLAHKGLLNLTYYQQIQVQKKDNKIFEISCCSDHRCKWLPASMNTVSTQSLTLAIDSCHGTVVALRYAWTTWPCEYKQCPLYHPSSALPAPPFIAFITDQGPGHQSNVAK
TDP2 absorb: TDP2 (human) inhibition, absorbance primary screen. hit rate 0.34% among 370,000. recombinant TDP2, T5PNP hydrolysis, p-nitrophenol absorbance 415 nm. O95551. inhibition, % at 12.8 µM. AID 720702;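 active = inhibition above the mean of all tested compounds plus 3 SD, set per campaign, cut at about 25% in these data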;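 also: 0% = DMSO with enzyme and 100% = buffer with substrate but no TDP2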
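test system = human TDP2 enzyme | input = TDP2 enzyme at 120 nM final | medium = 50 mM Tris-HCl pH 7.5 with Mg2+, KCl, DTT, BSA | also added = T5PNP substrate, 5 mM | times = 2 h at 37 °C | technique = epi absorbance | benchmarks = high control without enzyme, low control DMSO plus TDP2 | replication = each compound tested once, singlicate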
NPR2 activator: GC-B (human) receptor activation. hit rate 0.11% among 370,000. activation, % at 10 µM. HEK293-GC-B cells, CNP EC30, cGMP TR-FRET; 0% at EC30 CNP, 100% saturating CNP. P20594. AID 1920062;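 active = activation at 10 µM reaching about 35% in either raw or pattern-adjusted values, limit read from the data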
MBD2 inh: MBD2-methylated oligo binding inhibition; inhibition, % at 4.4 µM; Q9UBB5; hit rate 0.31% among 370,000; TR-FRET, MBD2 binding to methylated oligonucleotide; AID 686964; in the data active = inhibition above about 13%
mABHD4 FP: inhibits mouse alpha/beta hydrolase domain 4; purified mABHD4, FP-Rh probe fluorescence polarization; AID 720543; Q8VD66; hit rate 0.54% among 370,000; inhibition, % at 8.92 µM;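 active = inhibition exceeding the mean over every tested compound plus 3 SD, cut at about 30% in these data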;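 also: 0% = plate median of compound wells and 100% = S159A mutant with DMSO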
Target sequence (Q8VD66 whole entry, looked up, the tested form may be a part): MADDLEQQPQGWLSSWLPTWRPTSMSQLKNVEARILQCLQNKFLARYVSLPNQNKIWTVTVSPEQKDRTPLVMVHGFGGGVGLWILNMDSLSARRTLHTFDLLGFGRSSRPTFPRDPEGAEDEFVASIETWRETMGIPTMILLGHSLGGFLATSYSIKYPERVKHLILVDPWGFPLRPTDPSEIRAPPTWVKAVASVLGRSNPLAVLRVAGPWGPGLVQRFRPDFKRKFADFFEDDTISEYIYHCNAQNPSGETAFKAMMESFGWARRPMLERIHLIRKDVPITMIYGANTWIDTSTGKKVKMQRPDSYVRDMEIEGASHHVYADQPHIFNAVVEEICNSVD
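Test system: mouse ABHD4 enzyme, wild type. Reagent: FP-Rh fluorescent activity-based probe, added after compound pre-incubation. Timing: pre-incubation 45 min, probe exposure 60 min, at 25 °C. Technique: FP readout, ex 525 nm / em 598 nm. Benchmarks: high control S159A mutant with DMSO, low control median of compound wells.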
HTRA1 inh: inhibitors of human serine peptidase HTRA1 | Q92743 | recombinant HTRA1, FP-rhodamine activity-based probe, fluorescence polarization | inhibition, % at 5.96 µM | hit rate 0.5% among 340,000 | AID 504803; in the data active = inhibition above about 36%;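 also: 0% = enzyme with DMSO and 100% = wells lacking enzyme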
PRMT1 FP inh: inhibitors of human PRMT1; recombinant PRMT1, activity-based probe fluorescence polarization; Q99873; hit rate 1.3% among 370,000; inhibition, % at 2.79 µM;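 active = inhibition above about 21% made by adding two undisclosed values, limit read from the data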
rCAG RNA binder: r(CAG) repeat RNA binding. TO-PRO-1 dye displacement fluorescence. AID 651821. hit rate 1.3% among 370,000. inhibition, % at 3 µM;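 active = inhibition above the plate cutoff, the mean of all test compounds on that plate plus 3 SD, cut at about 35% in these data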;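 also: 0% = DMSO alone and 100% = 100 µM mitoxantrone as full dye displacement; higher means more dye released from RNA so lower well fluorescence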
Numbers without * were called inactive; nt = no result given.

compound	TCR-CD3 inh	LEDGF integ inh	SIAE primary	TDP2 absorb	NPR2 activator	MBD2 inh	mABHD4 FP	HTRA1 inh	PRMT1 FP inh	rCAG RNA binder
Cc1cccc(C(C)C)c1NC(=O)COC(=O)CNS(=O)(=O)c1ccccc1	1	0	-2	-18	3	2	2	0	-1	0
CSCCC(NS(=O)(=O)c1ccccc1)C(=O)OCc1cc(=O)oc2cc(O)ccc12 (stereo not given)	-3	3	-8	-19	3	8	-5	-8	11	25
O=C(NNS(=O)(=O)c1ccc(Cl)cc1)C1CCN(Cc2ccccc2)CC1	-1	2	-4	-23	0	-1	-6	2	-1	4
O=C(c1ccc(S(=O)(=O)Cc2cc(F)ccc2F)c([N+](=O)[O-])c1)N1CCCC1	6	1	5	2	3	2	-2	1	2	-3
OCCNc1nc(N2CCOCC2)nc(N2CCOCC2)n1	3	-2	1	-8	4	-2	2	0	4	-4
Cc1c(C(=O)NC(C)CCc2ccccc2)cccc1[N+](=O)[O-] (stereo not given)	-4	1	-3	-1	5	-2	4	5	0	-3
CC(=O)c1cnc2nc(SCc3ccc(Cl)cc3)nn2c1C	0	3	6	-3	-4	4	-7	-16	1	-7
CCOc1cc(C2C3=C(CC(C)(C)CC3=O)N(C)C3=C2C(=O)CC(C)(C)C3)ccc1O	4	4	4	-6	1	-8	1	4	0	7
CCOc1cc(/C=N/NC(=O)c2nnn(-c3nonc3N)c2C)ccc1OCc1ccc(F)cc1	5	-1	-5	-15	10	-1	0	-1	-4	1
Oc1cnn(-c2ccccc2)c1	4	-1	-9	-27	1	1	-11	3	-2	-1
Cc1c(NC(=O)c2ccc3c(c2)C(=O)N(CC2CCCO2)C3=O)cccc1C(=O)O (stereo not given)	4	1	8	9	3	4	5	7	-1	1
O=C1CCC2(CCCCC2)N1	0	6	2	-8	-3	-5	-8	5	-6	1
O=C(Nc1ccccc1)N1CCC(C(=O)N(Cc2ccco2)Cc2cccs2)CC1	0	-2	-1	-1	5	1	1	1	0	-5
CN(C)C(=O)c1ccc(-c2cc(C(F)(F)F)nn2C)s1	4	-2	-1	6	10	2	9	nt	-1	-3
Cc1nn(-c2ccccc2)c2ncc(C(=O)c3cc(Cl)ccc3O)cc12	0	0	-1	1	0	5	-5	-2	2	10
Cc1cc(-c2n[nH]c(=S)n2/N=C/c2cccc(O)c2)n[nH]1	-1	-3	9	-2	3	1	-1	6	2	-4
CCCc1ccc(S(=O)(=O)N2CCN(C(C)C(=O)NCc3ccc(OC)cc3)CC2)cc1 (stereo not given)	14	0	0	-11	-4	-2	-3	-9	2	3
CN=C(Nc1cc(C)nn1-c1ccccc1)c1ccccc1F	-1	6	-1	-2	2	-3	-2	-4	0	-1
CCOc1ccccc1OCC(=O)NC1CCCCC1	-5	6	-1	-17	5	-2	1	-2	-2	-2
CCCCn1c(=O)c(CCC(=O)OCC(=O)Nc2ccc(F)c(Cl)c2)nc2ccccc21	-2	0	-6	7	-2	-2	5	3	-5	4
COC(=O)c1ccc(OS(=O)(=O)c2ccc(NC(C)=O)cc2)cc1	6	1	-7	-2	0	-6	4	-3	-3	0
COc1cccc(CNC(=O)c2ccccc2C(=O)NC(C)(C)C(=O)NCc2cccc(OC)c2)c1	-2	2	-1	-4	5	6	-4	-5	-1	-2
O=C(NNc1c(F)c(F)cc(F)c1F)c1cc2ccccc2oc1=O	5	5	8	5	2	0	-1	5	-5	-2
COc1ccc2c(C)cc(Sc3nnnn3-c3ccccc3)nc2c1	3	-1	2	-7	-14	1	-5	-28	-1	-3
Cc1ccc(OCC(=O)NC(=S)Nc2ccc(Br)c(C)n2)cc1	3	-4	-1	0	-3	3	-4	-4	1	0
CCOc1ccc(-c2cc(C(=O)NN3CCN(C)CC3)c3cc(Cl)ccc3n2)cc1	3	2	4	-13	-2	-2	-2	nt	-2	4
CC(=O)c1c(C)[nH]c(C(=O)CN2C(=O)NC(C)(C)C2=O)c1C	1	0	-3	4	4	-1	6	1	-2	0
CCOc1ccc(N(CC(=O)Nc2ccc(OC)cc2)S(=O)(=O)c2c(C)noc2C)cc1	6	2	3	7	-3	0	-4	-3	2	3
COc1ccc2c(C(=O)c3ccc(C)cc3)n(Cc3ccc(C(N)=O)cc3)[n+]([O-])c2c1	6	1	6	9	5	0	2	-8	-2	4
Cn1c(Cn2c(=O)sc3ccccc32)nnc1SCC(=O)Nc1ccccc1F	-1	0	-4	-8	-4	1	-6	-5	6	0
O=S1(=O)CCC(NC(=S)N2CCOCC2)C1 (stereo not given)	2	1	-1	0	1	-12	-2	3	-4	4
O=C(NC1CC1)c1cc(Cl)nc2ccccc12	-3	0	6	7	-3	-2	-2	1	-4	0
Cc1ccc(S(=O)(=O)NCC(=O)N(CC(=O)NC2CCCC2)c2ccc3c(c2)OCCO3)cc1	-5	-4	3	-7	2	2	-4	-3	2	-8
CCCCCn1c(N)c(-c2nc3ccccc3s2)c2c([N+](=O)[O-])nn(CC)c(=O)c21	-4	-5	5	-6	1	0	-4	5	2	2
COc1ccc(/C=N/Nc2nn3cnnc3c3ccccc23)cc1	-6	3	-5	1	-18	-7	2	3	4	2
COC(=O)C1CN(C(=O)COc2ccccc2)c2ccccc2O1 (stereo not given)	0	8	4	-4	0	6	5	7	3	-2
CS(=O)(=O)N1CCc2cc(C(=O)Nc3ccc(O)cc3)ccc21	-5	-3	4	-10	2	0	3	13	7	-1
C[C@@H]1COc2cccc(N3CCSCC3)c2S(=O)(=O)N1	-5	0	-4	1	5	2	0	nt	4	-1
O=C(NC1=NCCS1)c1cccs1	2	4	-12	1	0	2	2	10	15	-1
Cc1noc(C)c1CSCC(=O)Oc1ccc(N(C)S(=O)(=O)c2ccc(Cl)cc2)cc1	-1	-1	0	4	-3	5	3	-7	2	2

Two compounds from above with just NPR2 activator and PRMT1 FP inh.
SMILES,NPR2 activator,PRMT1 FP inh
CCOc1ccc(N(CC(=O)Nc2ccc(OC)cc2)S(=O)(=O)c2c(C)noc2C)cc1,-3,2
COc1ccc2c(C(=O)c3ccc(C)cc3)n(Cc3ccc(C(N)=O)cc3)[n+]([O-])c2c1,5,-2

(listing goes on)
compound	TCR-CD3 inh	LEDGF integ inh	SIAE primary	TDP2 absorb	NPR2 activator	MBD2 inh	mABHD4 FP	HTRA1 inh	PRMT1 FP inh	rCAG RNA binder
OC(COC(c1ccccc1)c1ccccc1)CN1CCN(c2ccccn2)CC1 (stereo not given)	-4	1	-10	-1	-8	8	-10	-10	4	-11
COC(=O)n1c(=O)oc2cc(S(=O)(=O)N3CCCCC3)ccc21	-3	-5	-7	8	-3	5	-6	6	0	3
Cc1cc(C)c2oc(C(=O)Nc3ccc(S(=O)(=O)Nc4nccc(C)n4)cc3)cc(=O)c2c1	2	1	-22	-3	-12	-3	1	4	1	2
COC(=O)c1cc(S(=O)(=O)N2CCN(c3cccc(C)c3C)CC2)c[nH]1	0	-2	9	6	6	-2	-22	-30	-4	3
CN(Cc1ccccc1)c1ncnc2[nH]ncc12	1	0	8	1	3	1	1	0	0	0
CC1CCN(C(=S)NC(=O)c2ccc(C(C)(C)C)cc2)CC1	-1	11	5	-12	5	-2	8	-5	7	-7
CCOC(=O)CSCC(=O)N1CCC(Cc2ccccc2)CC1	-4	0	-1	13	0	4	5	0	4	-7
COc1ccc(N2C(=O)CSC23C(=O)Nc2ccccc23)cc1OC (stereo not given)	-2	-3	-1	1	-4	1	0	-1	0	3
COC(=O)c1sc2nc(SCc3cccc(Cl)c3)n(N)c(=O)c2c1C	6	1	2	6	-1	-3	1	-7	-4	4
COc1ccc(CCNC(=O)CCn2c(=O)c3cccn3c3cccnc32)cc1OC	2	2	2	-6	0	-6	5	-1	-4	-2
COc1ccc(C)cc1N(CC(=O)N1CCCC1)S(C)(=O)=O	-2	-2	18*	-3	4	1	2	2	2	-2
COc1ccc(-n2c(C)c(C(C)=O)c3cc(O)ccc32)cc1	4	0	6	6	2	-2	6	3	0	3
CCOC(=O)N1CCC(N(CCN(C)C)C(=S)Nc2cccc(Cl)c2)CC1	-14	-2	-7	-11	-3	6	-2	-2	14	2
CCCc1cc(=O)oc2cc(OCC(=O)NCCc3c[nH]c4ccccc34)ccc12	0	-3	-19	-5	-14	4	3	-5	2	2
O=C(Nc1ccccc1Cl)c1cc[n+](Cc2ccc([N+](=O)[O-])cc2)cc1	-2	-1	-2	3	-2	4	-2	-6	1	1
COc1ccc2[nH]cc(CCNC(=O)C3CCCO3)c2c1 (stereo not given)	-2	3	15	4	-3	7	0	3	-1	5
COc1cccc2c(=O)cc(C)n(CC(=O)Nc3ccc(C)c(C)c3)c12	3	-1	-4	-11	-14	3	-5	-17	-2	-1
O=C(COc1ccc(S(=O)(=O)N2CCOCC2)cc1)Nc1ccccc1F	2	-4	0	-12	-2	-9	5	1	0	-5
CCc1noc(C)c1C(=O)N1CCCC(N2CCN(c3cccc(Cl)c3)CC2)C1 (stereo not given)	-1	-1	-4	-4	1	4	10	3	1	-8

Only part of the results is shown; count on the stated rates, not on these rows.
